# Screens as filed in PubChem BioAssay.
# sdo1 growth: growth rescue of sdo1-depleted yeast, primary screen, S. cerevisiae, bone marrow failure model; 0.21% of 140,000 active; z-score at 10 µM; AID 817, 2007; S. cerevisiae sdo1-depleted JHY4D growth rescue, OD600 30 h; hits give high values; pdr5 snq2 efflux-pump mutant strain;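 active = z-score above 3 at both the 24 hr and the 30 hr optical density reads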;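 also: z-score against mean and SD of all compound wells on the same plate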
# Insulin prom inh: inhibitors of insulin promoter-driven GFP, primary screen, imaging, TRM-6 cells (human fetal islet line), eGFP reporter, cell count. 0.9% of 130,000 active. reporter expression induced with tamoxifen. inhibition, % at 2 µM;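 active = inhibition above the mean plus 3 SD, with well images judged a real hit on visual review, cut at about 60% in these data, passing the limit was not always enough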
# sdo1 growth Rescue 24 h: further read-out of sdo1 growth, marked with its call; z-score; S. cerevisiae sdo1-depleted JHY4D growth rescue, OD600; measured here: growth rescue at 24 h;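 0 is the plate mean of compound wells and units are plate SD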
# The depositor's hits bear a star; · = no result given. The list is partial; the hit share may differ from the screen's.
SMILES,sdo1 growth,sdo1 growth Rescue 24 h,Insulin prom inh
CCCCCCN(C(=O)CCCCCN1C(=O)NC(c2ccc(-c3ccccc3)cc2)C(C(=O)OCc2ccccc2)=C1C)C(C(=O)NCCCC)c1ccc(O)cc1 (stereo not drawn),-0.46,0.21,5
CCOC(=O)c1cc2c(=O)n3ccccc3nc2n(C(C)C)c1=NC(=O)c1c(-c2ccccc2Cl)noc1C,·,·,40
Cc1cc(C(=O)CSc2nnc(-c3ccco3)o2)c(C)n1CC1COc2ccccc2O1 (stereo not drawn),0.81,2,19
CCCC(C(=O)n1nc(C)cc1C)C(NS(=O)(=O)c1ccc(C)cc1)c1ccccc1 (stereo not drawn),-0.13,0.82,7
CC[n+]1c(C)cc(C)n1-c1ccccc1,·,·,-38
CN(Cc1ccccc1)C(=C(Cl)Cl)C(=C1NCCN1)[N+](=O)[O-],·,·,22
O=C(Nc1ccccc1OC(F)F)c1ccc(Br)o1,0.58,0.75,-60
Cc1cc(OCC(=O)Nn2cnnc2)ccc1Br,0.7,0.58,·
CCc1cc2c(=O)c(-c3ccc4c(c3)OCCO4)c(C)oc2cc1OS(C)(=O)=O,-0.71,-1.6,·
N#CC1=C(N)SC(N)=C(C#N)C1c1ccnc2ccccc12,-0.32,-0.67,-11
C#CCOc1nc(OCC#C)nc(OCC#C)n1,0.55,0.84,·
CCc1cccc(C)c1N(C(=O)Cn1c(CO)nc2ccccc21)C(C)COC (stereo not drawn),-0.52,-0.17,0
NS(=O)(=O)c1ccc(NC=C2C(=O)OC3(CCCCC3)OC2=O)cc1,0.18,-0.34,-33
Clc1ccc(CNC2CCCC2)cc1,-0.43,-0.95,-6
Cc1ccc(C(=O)CC2(O)C(=O)N(C)c3ccccc32)o1 (stereo not drawn),1.7,1.1,·
O=C(CCNC(=O)c1ccccc1)Oc1ccc([N+](=O)[O-])cc1,-0.16,-0.52,-14
O=C(C1CCC1)N1CCc2cc(S(=O)(=O)NCC3COc4ccccc4O3)ccc21 (stereo not drawn),-0.93,-0.41,25
COc1ccc(OC)c(NC(=O)N2CCCC(C(=O)c3ccccc3OC)C2)c1 (stereo not drawn),·,·,7
O=S1(=O)N=C2CCCCCN2C(c2ccccc2)N1 (stereo not drawn),·,·,-89
CCc1nc2c(sc3nc4c(cc32)COC(C)(C)C4)c(=O)n1Cc1ccccc1,-0.29,-0.03,·
CCSc1nn2c(=O)c3ccccc3nc2s1,0.01,-0.56,-103
Cc1nn(C)cc1/C=N/NC(=S)Nc1ccccc1,-0.56,-0.99,-21
COc1cccc(-n2c(SCC(=O)OC(C)C)nnc2-c2cccnc2)c1,1,1.2,63
COc1ccc(/C=C/C(=O)c2ccccc2)cc1Cn1nnc2ccccc21,-1.5,-1.4,·
CCc1ccc(-c2nc(CN3CCC(C(=O)NCCc4ccc(OC)c(OC)c4)CC3)c(C)o2)cc1,-0.02,-0.47,·
CCCN1CCC(NC(=O)Nc2ccc(OC)c(OC)c2)CC1,0.69,1.1,65
COc1ccccc1C1=NN(C(=S)Nc2ccccc2)C(c2ccco2)C1 (stereo not drawn),-1,-0.47,15
O=C(O)CCN1C(=O)c2ccccc2C1=O,0.88,0.43,58
CC(C)CC(=O)Nc1c2c(nn1-c1ccc(F)cc1)CSC2,-0.34,-0.27,0
COc1ccc(NC(=O)CSc2ccccc2)c(OC)c1,-0.24,-0.8,-317
CCCCCCC1CCC(C(=O)NC(CCSC)C(=O)NC(C(=O)OC)C(C)C)CC1 (stereo not drawn),-0.93,-0.71,-33
O=C(O)/C(=C\c1cccs1)c1ccc(F)cc1,·,·,6
O=C1/C(=C/c2ccncc2)SC(=S)N1C1CCS(=O)(=O)C1 (stereo not drawn),-0.54,0.05,0
Cc1cccc(-n2cnc(C(=O)NC3CCCCCC3)c2)n1,-0.14,-0.23,-34
COc1ccccc1NC(=S)N(c1ccccc1)C(C)C,·,·,14
Cc1c(O)ccc(C(=O)CN2C(=O)c3ccccc3C2=O)c1O,-0.41,-0.19,-356
CCOC(=O)CSc1nnc(NCC(=O)OC)c(=O)[nH]1,1.1,1.4,25
COc1ccccc1CNC(=O)COC(=O)c1cc(-c2ccco2)nc2ccccc12,-1.2,-0.94,14
CC1=C(C(=O)Nc2ccccc2)C(c2ccc(C)o2)n2c(s/c(=C/c3ccccc3)c2=O)=N1 (stereo not drawn),0.07,-0.28,20
CN(CC(=O)Nc1ccc(S(=O)(=O)N2CCCC2)cc1)CC(=O)Nc1cccc(F)c1,·,·,-220
O=C(Nc1ccc(Cl)cc1C(=O)NCC1CCCO1)c1ccc(Cl)cc1Cl (stereo not drawn),-1.1,-1.3,·
CCc1ccc2nc(SCC(=O)NCC3CCCO3)c(C#N)cc2c1 (stereo not drawn),·,·,17
CC(=O)N(Cc1cccnc1)Cc1cc2ccccc2[nH]c1=O,1.1,1,-16
O=C(CSc1nnc(-c2ccc(Br)cc2)o1)Nc1cccc2ccccc12,-1.7,-0.5,-62
COc1cccc(/C=N/NC(=O)c2cc(C34CC5CC(CC(C5)C3)C4)[nH]n2)c1,-0.95,0.4,-4
COc1ccc(S(=O)(=O)N2Cc3ccccc3CC2C(=O)N2CCOCC2)cc1OC (stereo not drawn),1.1,0.5,·
C=CCNS(=O)(=O)c1ccc(OCC(=O)OC)cc1,0.55,0.43,-24
COc1ccc(N2CCN(C(=O)CCCn3c(=O)[nH]c4ccsc4c3=O)CC2)cc1,0.7,0.06,·
O=C(NC(=S)NCCSc1ccccc1)c1cccnc1,-0.81,-0.79,3
COc1ccc(NS(=O)(=O)c2cccc(NC(=O)c3ccc(S(=O)(=O)N4CCCCCC4)cc3)c2)cc1,0.16,0.57,-33
COc1ccc(NC(=O)c2ccc(-n3cccn3)nc2)c(OC)c1,-0.03,-0.23,10
Cc1ccc(-c2nc3ccccc3c(=O)n2CCCn2ccnc2)cc1,-0.22,-0.32,10
COc1cccc(-n2c(SCC(=O)NCc3cccs3)nc3ccccc3c2=O)c1,-0.45,-0.01,-100
COc1ccc(-n2c(=O)c3c4c(sc3n3cnnc23)CC(C)CC4)cc1 (stereo not drawn),·,·,-12
COCCn1c(-c2ccc(Cl)cc2)nc2c(c(=O)c3ccccc3n2C)c1=O,0.6,0.89,-35
Cc1ccc(NC(=O)CS(=O)CC(=O)NCC2CCCO2)cc1 (stereo not drawn),-0.87,-0.34,-67
Cn1ncc(N=Cc2ccccc2)c1C(N)=O,0.15,-0.27,·
O=C(CCc1ccc(S(=O)(=O)N2CCOCC2)cc1)Nc1nccs1,-0.22,-1,-12
C=CCN(Cc1cccc(OC)c1OC)S(=O)(=O)N(C)C,0.93,-0.27,47
Cc1ccc(Oc2nnc(-c3ccc(C)cc3)c3ccccc23)cc1,-0.52,0.09,-11

# The list goes on.
SMILES,sdo1 growth,sdo1 growth Rescue 24 h,Insulin prom inh
Cc1ccc(C(c2nnnn2C2CCCCC2)N2CCN3CCCC3C2)cc1 (stereo not drawn),-0.94,-0.98,-14
Cc1ccsc1C=C1C(=O)c2ccccc2C1=O,-0.64,-1.2,-312
COC(=O)c1[nH]c2ccccc2c1NC(=O)CN1CCN(Cc2ccc3c(c2)OCO3)CC1,0.59,1.1,-27
Cc1nc2scc(-c3ccccc3)c2c(=O)n1/N=C/c1ccco1,-0.25,-0.42,-32
O=C(Oc1ccc(Br)cc1C(=O)/C=C/c1ccccc1F)c1ccco1,·,·,0
N#Cc1cccc(Nc2c3c(nc4ccccc24)CCCC3)c1,·,·,44
CCOC(=O)C1CSC(CC(=O)Nc2ccc(Cl)c(Cl)c2)C(=O)N1 (stereo not drawn),-0.3,-1.2,-18
CCOc1ccc(NC(=O)CSc2nnc(Cc3cccn3C)n2-c2ccc(OC)cc2)cc1,-0.3,0.16,-30
CC(C)CNC(=S)N1CCN(Cc2ccc3c(c2)OCO3)CC1,·,·,-51
O=C(NCc1cccnc1)C1c2ccccc2C(=O)N1C1CCCC1 (stereo not drawn),1.9,2.4,·
COc1ccc(OC)c(C(O)c2coc3ccc(O)c(CN(C)C)c23)c1 (stereo not drawn),0.56,1.3,-61
Cc1ncsc1C(=O)NCc1ccc(N2CCCC2=O)cc1,0.9,0.75,·
NC(=O)CN(c1ccc(Cl)cc1)S(=O)(=O)c1ccccc1,0.08,-0.95,0
Clc1ccccc1-c1nnc2sc(-c3cccs3)nn12,-1.2,-0.97,0
Cc1nn(-c2ccccc2)c(Cl)c1C(=O)NCC(=O)O,0.13,-0.26,5

# 2 of the compounds above, with two lines to a compound:
# Second line of a record: sdo1 growth, sdo1 growth Rescue 24 h, Insulin prom inh
- CCOC(=O)C1CSC(CC(=O)Nc2ccc(Cl)c(Cl)c2)C(=O)N1 (stereo not drawn)
    -0.3, -1.2, -18
- O=C(Oc1ccc(Br)cc1C(=O)/C=C/c1ccccc1F)c1ccco1
    ·, ·, 0

# Continued:
SMILES,sdo1 growth,sdo1 growth Rescue 24 h,Insulin prom inh
COc1ccc(C2C(C#N)=C(N)Nc3nc4ccccc4n32)cc1 (stereo not drawn),0.81,0.5,33
O=C(COC(=O)c1c(F)cccc1F)Nc1ccc2[nH]c(=O)[nH]c2c1,·,·,-20
CCN1C(=O)/C(=C/N(C)C)c2ccccc21,0.27,-0.13,57
COc1ccc(OC)c(Cc2nnc(CCC(=O)NCc3ccc(C)s3)o2)c1,·,·,20
O=Cc1cn(CCC(=O)O)nc1-c1cc2ccccc2o1,-0.19,-0.56,53
O=C(c1ccc(C(=O)N2CCOCC2)s1)N1CCOCC1,-0.35,-0.2,-7
CN1CCc2[nH]c3ccc(C(=O)NN)cc3c2C1,0.16,-1.1,0
N#Cc1nc(-c2ccco2)oc1NCc1cccnc1,0.8,0.35,7
Cn1ccnc1SCC(=O)NC12CC3CC(CC(C3)C1)C2,0.13,0.14,·
Cc1nnc(SCC2=C(C(=O)O)N3C(=O)C(NC(=O)c4cc(F)c(F)cc4Cl)C3SC2)s1 (stereo not drawn),·,·,46
Cc1cc(C)c2cc(C#N)c(N3CCCN(S(=O)(=O)c4ccccc4)CC3)nc2c1,·,·,-344
CCOC(=O)COc1ccccc1/C=N/O,0.32,-0.5,11
CC(C)(C)c1nn2cnnc2n(/N=C/c2ccccc2)c1=O,0.41,0.21,·
Cc1nc(S(=O)(=O)NC2CCCCC2)c(C#N)c(C)c1Cl,0.4,0.32,12
O=C(COc1ccc(-c2nnco2)cc1)NCc1ccccc1Cl,0.48,0.88,·
Cc1cc(C(=O)COC(=O)c2ccc(O)cc2)c(C)n1-c1ccccc1F,·,·,10
CCOC(=O)c1c(C)[nH]c(C)c1C(=O)COC(=O)CNC(=O)C1CCCCC1,·,·,14
COc1ccc2c(c1)CCc1c(C(=O)Nc3cc(C)n(Cc4ccc(Cl)cc4)n3)noc1-2,0.35,1.4,·
COc1ccc(-c2nnn(CC(=O)N(CC(=O)NC3CCCC3)Cc3cccs3)n2)cc1OC,0.26,-0.77,-84
CCCCNC(=O)C1CCN(C/C(C)=C/c2ccccc2)CC1,-0.75,0.14,3
COc1cc(C(=O)N2c3ccccc3CC2C)cc(OC)c1OC (stereo not drawn),0.05,0.01,-135
O=S(=O)(Nc1cc(Cl)ccc1N1CCCCC1)c1cccs1,-1,-0.55,·
COc1ccc(C)cc1NC(=O)CSc1nnc(COc2ccc(Cl)cc2)n1Cc1ccco1,-2,-1.5,-142
COC(=O)c1ccc(COC(=O)C23CC4CC(CC(O)(C4)C2)C3)o1,0.21,0.4,·
CCOC(=O)CNC(=O)CNC(=O)Cn1ccc2ccccc2c1=O,1.4,0.28,21
O=C(NCc1cccs1)C1CC(c2ccc(Cl)c(Cl)c2)=NO1 (stereo not drawn),·,·,-31
CO/N=C/C(C#N)=C/c1ccc(OC)c(OC)c1,·,·,45
CCOc1ccc(NC(=S)Nc2ccc3nsnc3c2)cc1,-0.04,-0.27,-32
CCCN(Cc1ccccc1)C(=S)Nc1ccc(SC(F)F)cc1,·,·,8
Cc1cc2nnc(SCC(=O)N3CCN(c4ccccc4)CC3)n2c(N)n1,0.78,0.45,74*
Nc1cc(N)nc(SCc2cc(=O)oc3cc4c(cc23)CCC4)n1,0.22,1.8,·

# Part of the list above in order of count of non-hydrogen atoms, descending.
SMILES,sdo1 growth,sdo1 growth Rescue 24 h,Insulin prom inh
CCc1ccc(-c2nc(CN3CCC(C(=O)NCCc4ccc(OC)c(OC)c4)CC3)c(C)o2)cc1,-0.02,-0.47,·
COc1ccc(-c2nnn(CC(=O)N(CC(=O)NC3CCCC3)Cc3cccs3)n2)cc1OC,0.26,-0.77,-84
COc1ccc2c(c1)CCc1c(C(=O)Nc3cc(C)n(Cc4ccc(Cl)cc4)n3)noc1-2,0.35,1.4,·
CCCCCCC1CCC(C(=O)NC(CCSC)C(=O)NC(C(=O)OC)C(C)C)CC1 (stereo not drawn),-0.93,-0.71,-33
CCc1cc2c(=O)c(-c3ccc4c(c3)OCCO4)c(C)oc2cc1OS(C)(=O)=O,-0.71,-1.6,·
COCCn1c(-c2ccc(Cl)cc2)nc2c(c(=O)c3ccccc3n2C)c1=O,0.6,0.89,-35
Cc1cc2nnc(SCC(=O)N3CCN(c4ccccc4)CC3)n2c(N)n1,0.78,0.45,74*
Cc1ccc(-c2nc3ccccc3c(=O)n2CCCn2ccnc2)cc1,-0.22,-0.32,10
NS(=O)(=O)c1ccc(NC=C2C(=O)OC3(CCCCC3)OC2=O)cc1,0.18,-0.34,-33
COc1ccc(NC(=O)c2ccc(-n3cccn3)nc2)c(OC)c1,-0.03,-0.23,10
NC(=O)CN(c1ccc(Cl)cc1)S(=O)(=O)c1ccccc1,0.08,-0.95,0
O=C(Nc1ccccc1OC(F)F)c1ccc(Br)o1,0.58,0.75,-60
Cc1cc(OCC(=O)Nn2cnnc2)ccc1Br,0.7,0.58,·
CCSc1nn2c(=O)c3ccccc3nc2s1,0.01,-0.56,-103
Clc1ccc(CNC2CCCC2)cc1,-0.43,-0.95,-6
